# Source: PubChem BioAssay
# D1 mod – allosterically modulates the human D1 dopamine receptor. P21728. B-score at 10 µM. AID 641. HEK293 D1, CRE-luciferase, dopamine EC30 potentiation; actives deviate in either direction. 58,000 tested, 5.9% active;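 active = luminescence count or its row- and column-corrected plate score outside the 99.7% band of the plate's sample wells, on either side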
# SF1 activator – activators of human nuclear receptor SF-1; Q13285; CHO-K1 Gal4-SF-1 LBD luciferase reporter; % increase over DMSO SF-1-specific signal; activation, % at 10 µM; 65,000 tested, 1.9% active;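 active = activation above the mean activation of all tested compounds plus 3 SD, cut at about 50% in these data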
#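 Assay system: CHO-K1 cells co-transfected with Gal4 DBD–human SF-1 LBD, 5xGal4 luciferase reporter / Input: 4,000 cells per well / Incubation: 20 h compound exposure at 37 °C after 1 h cell settling / Detection: SteadyLite luciferase luminescence / Control set: DMSO negative control and −SF1 background wells / Replication: one test per compound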
# MKP-1 inh – blocks human MKP-1 phosphatase activity; inhibition, %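 (compounds tested at a single concentration somewhere between 10 and 100 µM)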; AID 374; recombinant MKP-1, OMFP hydrolysis fluorescence; P28562; 65,000 tested, 0.15% active;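 active = inhibition above about 50%, limit read from the data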;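 note: 0% = DMSO max control wells and 100% = wells with enzyme stopped by NaOH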
# Target sequence (P28562 whole entry, looked up): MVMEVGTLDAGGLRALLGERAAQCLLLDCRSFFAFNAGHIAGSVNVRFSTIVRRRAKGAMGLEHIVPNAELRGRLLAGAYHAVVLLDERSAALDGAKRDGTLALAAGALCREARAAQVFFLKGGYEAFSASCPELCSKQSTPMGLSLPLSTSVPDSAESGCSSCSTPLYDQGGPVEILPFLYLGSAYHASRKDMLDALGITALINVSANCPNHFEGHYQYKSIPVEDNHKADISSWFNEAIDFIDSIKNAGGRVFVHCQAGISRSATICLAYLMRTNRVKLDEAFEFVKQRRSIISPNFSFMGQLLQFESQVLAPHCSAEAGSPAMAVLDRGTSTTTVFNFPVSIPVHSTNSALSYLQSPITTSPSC
# RORA act – activators of human nuclear receptor RORA; activation, % at 10 µM; CHO-K1 Gal4-RORA LBD luciferase reporter, luminescence; percent increase over mock-subtracted basal signal; AID 560; P35398; 65,000 tested, 1.5% active;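 active = activation above the mean of all tested compounds plus 3 SD, cut at about 49% in these data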;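 note: 0% = DMSO-treated RORA cells and 100% = added signal equal to DMSO minus mock-transfected cells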
# HER2 expr 66K – inhibitors of human Her2 kinase expression; SKBR-3 HER2 protein level, AlphaScreen, 18-24 h; hits give low values; HER2 level % of control, % at 10 µM; 65,000 tested, 0.69% active; AID 645;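 active = HER2 level under 5% of the carrier-only control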;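 note: 100% = DMSO carrier and 0% = 500 nM PU-H71 HSP90 inhibitor; lower value means stronger loss of Her2 protein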
# Hsp90 block – displaces geldanamycin probe from tumor Hsp90. NCI-N417 lysate Hsp90, Cy3B-geldanamycin FP displacement. inhibition, % at 30 µM. 64,000 tested, 0.35% active;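 active = inhibition above 50%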;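 note: 0% = tracer plus lysate wells and 100% = tracer alone without lysate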
# FXIIa mix inh – inhibitors of human coagulation factor XIIa, pooled mixtures. purified FXIIa, fluorogenic substrate. inhibition, % at 5 µM. 62,000 tested, 0.2% active. AID 684; in the data active = inhibition above about 20%, passing the limit was not always enough;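 note: 0% = enzyme without compound and 100% = no enzyme blank; some results filed as inactive read as strong as hits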
# Target sequence (P00748 20-372 limits assumed): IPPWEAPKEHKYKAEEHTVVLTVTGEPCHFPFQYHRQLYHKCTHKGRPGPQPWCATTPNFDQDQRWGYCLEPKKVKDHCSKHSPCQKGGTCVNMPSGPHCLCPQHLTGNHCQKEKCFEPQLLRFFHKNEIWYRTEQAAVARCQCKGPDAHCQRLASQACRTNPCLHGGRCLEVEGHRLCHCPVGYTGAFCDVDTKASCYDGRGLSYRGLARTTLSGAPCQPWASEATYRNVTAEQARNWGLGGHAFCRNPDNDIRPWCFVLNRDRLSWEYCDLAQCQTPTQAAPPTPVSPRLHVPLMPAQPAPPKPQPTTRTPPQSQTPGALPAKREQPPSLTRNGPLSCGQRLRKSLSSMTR
# Target sequence (P00748 373-615 limits assumed): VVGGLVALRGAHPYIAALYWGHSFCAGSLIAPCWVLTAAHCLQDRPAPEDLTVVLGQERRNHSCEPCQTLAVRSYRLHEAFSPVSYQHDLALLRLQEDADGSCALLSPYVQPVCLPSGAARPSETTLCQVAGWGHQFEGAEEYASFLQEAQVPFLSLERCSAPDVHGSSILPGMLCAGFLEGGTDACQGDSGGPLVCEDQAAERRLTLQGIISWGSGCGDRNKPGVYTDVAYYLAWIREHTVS
# TNAP act DEA – activators of human TNAP at intermediate phosphate acceptor; P05186; purified TNAP, CDP-star luminescence, 100 mM DEA, 30 min; hits give high values; scale: 0 levamisole-inhibited, 1 vehicle-only enzyme; activation factor at 20 µM; 64,000 tested, under 10 active; AID 813;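 active = activation factor of at least 2 at 20 µM, relative to controls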
# Cdc25B block – inhibitors of human Cdc25B phosphatase; P30305; recombinant Cdc25B, OMFP fluorescence Ex485/Em525; inhibition, %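 (compounds tested at 10 µM final in the well)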; 65,000 tested, 0.1% active; in the data active = inhibition above about 50%
# * = called active by the depositor; nt = no result given.
1: COc1ccc(CCNC(=O)c2ccco2)cc1
2: O=C1Nc2ccccc2C12OCC(COc1ccc(Cl)cc1)O2 (configuration not stated)
3: CCOC(=O)C1=C(CNC2CCCCC2)NC(=O)NC1c1cc(C)ccc1C (configuration not stated)
4: CC(C)CNS(=O)(=O)c1ccc(CCC(=O)NCC2CCCO2)cc1 (configuration not stated)
5: COCCCNc1nc2c(c(=O)[nH]c(=O)n2C)n1CC(O)COc1ccccc1C (configuration not stated)
6: Cc1cccc(NCc2nc(-c3ccccc3)no2)c1
7: CCOC(=O)C1=C(C)NC(=O)NC1C1CC=CCC1 (configuration not stated)
8: Cn1cccc1Cc1nnc(SCC(=O)Nc2ccc(Cl)cc2)n1-c1ccc(F)cc1

screen / no.	1	2	3	4	5	6	7	8
D1 mod	1.6	-0.67	-1.5	0.35	0.19	1.4	-0.076	-0.64
SF1 activator	14	9	7	11	3	-8	-3	-1
MKP-1 inh	5	-10	-3	24	7	-4	-1	21
RORA act	33	23	0	0	8	30	-9	-17
HER2 expr 66K	89	101	77	72	93	112	103	75
Hsp90 block	5	-22	1	-4	-5	1	0	-3
FXIIa mix inh	6	-12	2	-2	-6	-5	6	-19
TNAP act DEA	0.9	0.9	0.9	0.8	1	0.9	0.9	0.9
Cdc25B block	-8	-11	-15	0	1	0	-18	-8

# Part of the list above in order of number of heavy atoms, ascending.
1: COc1ccc(CCNC(=O)c2ccco2)cc1
6: Cc1cccc(NCc2nc(-c3ccccc3)no2)c1
4: CC(C)CNS(=O)(=O)c1ccc(CCC(=O)NCC2CCCO2)cc1 (configuration not stated)

screen / no.	1	6	4
D1 mod	1.6	1.4	0.35
SF1 activator	14	-8	11
MKP-1 inh	5	-4	24
RORA act	33	30	0
HER2 expr 66K	89	112	72
Hsp90 block	5	1	-4
FXIIa mix inh	6	-5	-2
TNAP act DEA	0.9	0.9	0.8
Cdc25B block	-8	0	0

# Carrying on:
9: Cn1c(=O)c2c(SCc3cccnc3)nc(C3CC3)nc2n(C)c1=O
10: CCOC(=O)C1CCCCN1Cc1ccc(OC)c(OC)c1OC (configuration not stated)
11: CCOC(=O)c1ccc(N2C(=O)c3n[nH]c(C)c3C2c2ccc(O)cc2)cc1 (configuration not stated)
12: O=C1CCc2cc(S(=O)(=O)N3CCC(C(=O)NC4CCCC4)CC3)ccc2N1
13: CC(C)OC(=O)CSc1nnc(-c2cnccn2)n1Cc1ccco1
14: CCCc1[nH]nc2c1C(c1cc(OC)cc(OC)c1)C(C#N)=C(N)O2 (configuration not stated)
15: CCOc1cc(C(=O)N(C)Cc2cc3ccccc3[nH]c2=O)cc(OCC)c1OCC
16: COC(=O)Cn1ccc(N(C)C)c(C#N)c1=O

screen / no.	9	10	11	12	13	14	15	16
D1 mod	3.5	-0.05	1.4	-0.71	-0.79	nt	0.32	-0.37
SF1 activator	-3	-21	1	-6	-12	-1	3	2
MKP-1 inh	8	-9	28	1	-1	-27	-5	-2
RORA act	-15	-8	-7	-5	-1	8	7	4
HER2 expr 66K	81	85	89	123	88	83	115	100
Hsp90 block	-1	-5	1	-3	-3	-1	-5	-15
FXIIa mix inh	3	0	5	9	13	-14	-19	1
TNAP act DEA	1	0.9	1	1	0.9	0.9	0.9	0.9
Cdc25B block	0	-2	0	-8	-9	-2	2	0

17: Cc1cc(C)nc(Nc2ccccc2Br)n1
18: Cc1cccn2c(=O)c3cc(C#N)c(=O)n(-c4c(C)n(C)n(-c5ccccc5)c4=O)c3nc12
19: O=C(CSc1nc2cc(S(=O)(=O)N3CCOCC3)ccc2o1)NC1CCCc2ccccc21 (configuration not stated)
20: Cc1cc(C(=O)OCC(=O)Nc2ncc(C(F)(F)F)cc2Cl)c(C)o1
21: Nc1ncnc2c1CCC2
22: COC(=O)c1sccc1NC(=O)Cn1nnc(-c2ccc(C)cc2)n1
23: O=C(O)C1CC=CCC1C(=O)Nc1cc(Cl)ccc1Cl (configuration not stated)
24: CCCC1=C(C(=O)OCC)C(c2ccc(N(C)C)cc2)n2ncnc2N1 (configuration not stated)

screen / no.	17	18	19	20	21	22	23	24
D1 mod	-0.29	-0.13	1.8	-0.49	-0.41	2.4*	-0.88	1.3
SF1 activator	19	4	4	1	-18	8	1	-1
MKP-1 inh	-2	23	16	14	-18	-2	2	5
RORA act	-15	-5	-7	-7	-25	-1	17	2
HER2 expr 66K	101	73	98	103	116	81	77	116
Hsp90 block	-2	-9	-2	-2	-2	-1	-1	-1
FXIIa mix inh	-22	8	0	-2	1	2	2	4
TNAP act DEA	0.9	0.9	0.9	0.9	0.9	0.9	0.9	0.9
Cdc25B block	6	7	-10	-5	5	-3	-6	4

25: Cc1cc(Cl)ccc1NC(=O)CSc1nnc(Cc2cccs2)n1Cc1ccco1
26: CCOC(=O)c1ccccc1NC(=O)CN1C(=O)c2ccccc2S1(=O)=O
27: COc1ccccc1N(CC(=O)N1CCCCC1)S(=O)(=O)c1ccccc1
28: CCOc1ccc(C2c3c(oc4ccccc4c3=O)C(=O)N2c2ccc(C)cn2)cc1OC (configuration not stated)
29: Cc1cccn2c(=O)c(C=NCc3ccccc3)c(NCCO)nc12
30: CCc1cc(C(=O)OC)c(N2C(=O)C3C4C=CC(C4)C3C2=O)s1 (configuration not stated)
31: COc1ccc(C2=NCC(CSc3nccc(=O)[nH]3)S2)cc1 (configuration not stated)
32: CC1CCCN(CC(=O)Nc2ccc(S(=O)(=O)NC3CCCCC3)cc2)C1 (configuration not stated)

screen / no.	25	26	27	28	29	30	31	32
D1 mod	-0.09	0.4	-0.63	2.5	0.027	0.8	-0.048	1.7
SF1 activator	-9	-2	-13	-21	18	-5	8	-4
MKP-1 inh	-12	9	18	6	9	12	9	-13
RORA act	11	2	-9	39	0	3	0	-8
HER2 expr 66K	59	83	109	104	82	94	91	121
Hsp90 block	-3	-2	-4	-2	-4	-3	-1	0
FXIIa mix inh	-6	-26	7	3	-3	52*	11	-1
TNAP act DEA	0.8	1	0.9	1	0.9	1	0.8	1
Cdc25B block	-8	-8	-4	0	-2	4	-4	4

# Only HER2 expr 66K, for 2 of the compounds above:
cpd	structure	HER2 expr 66K
31	COc1ccc(C2=NCC(CSc3nccc(=O)[nH]3)S2)cc1 (configuration not stated)	91
30	CCc1cc(C(=O)OC)c(N2C(=O)C3C4C=CC(C4)C3C2=O)s1 (configuration not stated)	94

# The listing continues.
33: Cc1cc(NCCN2CCOCC2)n2nc(C)c(-c3ccccc3)c2n1
34: COc1cc(C2NC(=O)NC(C)=C2C(=O)Nc2cccc(C)c2C)cc(OC)c1OC (configuration not stated)
35: O=C(c1ccco1)N1CCN(S(=O)(=O)c2ccc(S(=O)(=O)NC3CCCC3)cc2)CC1
36: Cn1c(/C(C#N)=C(\O)COc2ccc3ccccc3c2)nc2ccccc21
37: COc1ccccc1C(=O)Nc1nnc(-c2ccc(F)cc2)o1
38: Cc1ccc2cc(C#N)c(SCC(=O)NCc3ccco3)nc2c1
39: CCOC(=O)c1ccccc1NC(=O)Cn1cnc2c(nnn2-c2ccc(C)cc2)c1=O
40: O=C(NCc1ccccn1)Nc1ccc(Cl)c(Cl)c1

screen / no.	33	34	35	36	37	38	39	40
D1 mod	-0.43	nt	0.25	0	-1.1	nt	0.12	-1.3
SF1 activator	9	-2	34	0	-3	4	8	-3
MKP-1 inh	-4	-22	-29	23	5	13	-2	-4
RORA act	26	10	-14	-11	-7	-14	17	7
HER2 expr 66K	75	75	85	83	89	82	51	115
Hsp90 block	1	4	-1	-5	1	-4	-3	-2
FXIIa mix inh	5	11	5	-19	13	-1	4	8
TNAP act DEA	1	0.9	0.8	1	0.8	0.9	1	0.9
Cdc25B block	4	-10	0	-6	-10	7	-5	-1

41: O=C(OCCOCCN=C1NS(=O)(=O)c2ccccc21)c1ccncc1
42: COc1ccccc1C(=O)N(Cc1cccs1)C1CCS(=O)(=O)C1 (configuration not stated)
43: C=CCc1cc(C)cc(C)c1OCCn1cncn1
44: CCc1nnc(NC(=O)CCC(=O)N2CCCC2)s1
45: O=c1c2[nH]c3ccccc3c2ncn1CCN1CCCCC1
46: COc1ccc(CCN2C(=O)c3ccccc3C2(O)c2ncc[nH]2)cc1OC (configuration not stated)
47: COC(=O)c1[nH]c2cccc(OC)c2c1NC(=O)CCN1CCN(c2ccccc2OC)CC1
48: CCOc1ccc(C2NC(=O)c3n[nH]c(C)c32)cc1 (configuration not stated)

screen / no.	41	42	43	44	45	46	47	48
D1 mod	0.26	-0.49	-0.063	0.69	1	-0.46	-0.7	0.17
SF1 activator	3	-22	18	4	9	1	-6	8
MKP-1 inh	-37	13	8	-29	-12	9	-8	-7
RORA act	-2	0	-7	39	5	-7	-5	11
HER2 expr 66K	82	99	73	102	87	115	92	101
Hsp90 block	0	-7	-7	2	-7	-1	-5	-4
FXIIa mix inh	1	2	-1	-1	-20	nt	-3	-18
TNAP act DEA	0.9	0.9	0.9	1	0.9	nt	1	0.9
Cdc25B block	-6	11	-12	-12	-2	-6	6	-5

49: CCS(=O)(=O)Nc1ccc(-c2nnc(SCC(=O)c3cccc(OC)c3)o2)cc1
50: COc1ccc(NS(=O)(=O)c2ccc(C)c(C(=O)O)c2)cc1
51: Cc1ccc(C)c(S(=O)(=O)NCc2cccnc2)c1
52: COc1cccc(CNC(=O)CCS(=O)(=O)c2cccc3nonc23)c1
53: CCCCN(CC)CCCNC(=O)CC1Oc2ccccc2NC1=O (configuration not stated)
54: COc1cccc(NC(=O)c2oc3ccccc3c2NC(=O)C(C)(C)C)c1
55: CC(=O)N1CCN(CCN=CC2=C(O)CC(C)(C)CC2=O)CC1
56: CN(C)C(=O)CN(c1ccc(F)c(Cl)c1)S(C)(=O)=O

screen / no.	49	50	51	52	53	54	55	56
D1 mod	-0.4	0.37	0.63	-0.028	nt	-1.5	-0.32	0.16
SF1 activator	-17	-7	0	8	-9	-10	-4	10
MKP-1 inh	-7	2	2	19	1	-2	15	-12
RORA act	-2	-2	6	-27	-2	-14	-4	-9
HER2 expr 66K	94	93	86	161	114	108	94	98
Hsp90 block	-1	-1	-3	nt	-2	-5	-1	-2
FXIIa mix inh	2	9	3	9	-16	2	-5	2
TNAP act DEA	0.9	0.9	0.9	0.9	1	0.9	0.9	0.9
Cdc25B block	-3	7	0	-16	-24	-8	0	-2

57: O=C(c1ccc(S(=O)(=O)N2CCCCC2)cc1)N1CCN(c2ccccc2)CC1
58: O=C1CC(N2CCOCC2)C(=O)N1c1ccc2c(c1)OCO2 (configuration not stated)
59: CCn1c2ccccc2c2cc(NC(=O)COC(=O)Cc3cn4ccsc4n3)ccc21
60: COc1ccccc1NC(=O)c1nnn(Cc2ccccc2)c1NC(C)=O
61: Cc1ccc(SCCC(=O)N2CCOCC2)cc1
62: N#CC1=C2Sc3ccccc3N2CCCC1=O
63: CCOC(=O)CC(=O)CSc1ncnc2c1cnn2-c1ccccc1
64: CC1=NCCN1S(=O)(=O)c1cc(Cl)ccc1Cl

screen / no.	57	58	59	60	61	62	63	64
D1 mod	1.3	0.33	-0.11	-1.4	-0.066	2	-1.7	0.074
SF1 activator	22	12	-23	5	47	15	46	16
MKP-1 inh	-16	-2	31	12	0	10	16	9
RORA act	-19	1	-17	-24	51*	22	28	-5
HER2 expr 66K	64	110	49	92	128	76	53	77
Hsp90 block	0	-5	-1	-2	2	-3	-5	1
FXIIa mix inh	9	4	1	2	11	11	8	1
TNAP act DEA	0.9	0.8	1	1	1	1	0.9	1
Cdc25B block	-2	-1	-2	9	-3	4	6	-10

# Given tab-delimited: entries from further up.
entry	molecule	D1 mod	SF1 activator	MKP-1 inh	RORA act	HER2 expr 66K	Hsp90 block	FXIIa mix inh	TNAP act DEA	Cdc25B block
53	CCCCN(CC)CCCNC(=O)CC1Oc2ccccc2NC1=O (configuration not stated)	nt	-9	1	-2	114	-2	-16	1	-24
51	Cc1ccc(C)c(S(=O)(=O)NCc2cccnc2)c1	0.63	0	2	6	86	-3	3	0.9	0
